# Bioassay records (PubChem)
# N370S GC mod: N370S glucocerebrosidase modulation, Gaucher chaperone candidate; P04062; N370S GC spleen homogenate, 4MU-glucoside fluorescence; Potency, µM (highest dose often 59.4 µM), for the others: top-dose activity change, negative = inhibition, usual class: inhibitors; hit rate 0.092% among 330,000; AID 2101;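 note: 0% = full enzyme activity and -100% = no enzyme basal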
# GCN5L2 inh: blocks human GCN5L2 histone acetyltransferase; hit rate 0.21% among 390,000; Q92830; GCN5L2 HAT assay, ThioGlo1 CoA-SH fluorescence; Potency, µM (highest dose often 58.9 µM), inactives show top-dose activity change, negative = inhibition, usual class: inhibitors
#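 Titration-based screen in which CoA formation is detected via maleimide probe ThioGlo1 (50uM) turning fluorescent on thiol reaction; substrates H3(1-25) 75uM and acetyl-CoA 70uM, GCN5L2 20nM, 20 min incubation at room temperature.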
# FEN1 inh: blocks human flap endonuclease 1. Recombinant FEN1 flap cleavage, fluorescence, 15 min. hit rate 0.35% among 390,000. P39748. Potency, µM (highest dose often 114 µM), without a hit: top-dose activity change, negative = inhibition, usual class: inhibitors; note: nearly all actives have a fitted effect of over 65% in size
# Target sequence (P39748 whole entry, looked up): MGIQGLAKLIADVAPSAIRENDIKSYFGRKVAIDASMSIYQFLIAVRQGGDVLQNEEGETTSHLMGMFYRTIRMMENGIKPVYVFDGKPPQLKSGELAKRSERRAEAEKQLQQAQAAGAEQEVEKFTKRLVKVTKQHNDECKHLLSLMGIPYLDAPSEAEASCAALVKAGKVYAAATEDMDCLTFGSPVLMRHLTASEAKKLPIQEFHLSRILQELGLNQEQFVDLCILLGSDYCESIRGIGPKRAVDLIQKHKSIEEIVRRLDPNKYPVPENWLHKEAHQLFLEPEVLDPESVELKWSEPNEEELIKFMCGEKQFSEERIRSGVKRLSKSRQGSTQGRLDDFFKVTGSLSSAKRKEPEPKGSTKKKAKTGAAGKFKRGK
#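 Enzyme 10 nM, 15 min RT preincubation with compound; start with substrate 50 nM final; reads at 0 and 15 min; qHTS titration, four-parameter Hill fit.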
# An asterisk follows results filed as active; ? = inconclusive; · = not tested or not shown; & = joins results of further samples; [ ] = another dose, or the depositor's remark. Calls come from the whole dose curve; as a rule, active = well fitted curve in the direction sought with a large enough effect; inconclusive = small, poorly fitted or top-dose-only effect, or another doubt; inactive = no such curve, though single readings can be large; an effect the other way counts as inactive or inconclusive. Unless noted, % is set by controls: 0 for no effect and ±100 for the full control effect; potency is the fitted concentration of half-maximal effect. The list is partial. The share of hits here may be higher or lower than overall.
entry	mol	FEN1 inh	GCN5L2 inh	N370S GC mod
1	Cc1cccc(NC(=O)CN2C(=O)S/C(=C\c3ccc(-c4cccc(C(=O)O)c4C)o3)C2=O)c1	40µM*	-10%	-14%
2	Cc1cc(=O)oc2cc(OCC(=O)NCCN3CCOCC3)ccc12	17%	-6%	-8%
3	CC(=O)Nc1c(C)ccc(CNC(=O)COc2ccc(F)cc2)c1C	-3%	11%	2%
4	O=C(Nc1ccc(N2CCN(C(=O)c3cccs3)CC2)cc1)c1ccco1	-8%	-3%	0%
5	CCCSC1=N/C(=C/c2ccsc2)C(=O)N1c1ccccc1	-4%	-11%	7%
6	COc1ccccc1C(=O)N(CCC1CCCN1C)c1nc2ccccc2s1 (stereo not drawn)	9%	-2%	-17%
7	Cc1ccc(CCNC(=O)Cn2nc(C)c3c(C)n(-c4ccc(C)cc4)nc3c2=O)cc1	8%	-16%	·
8	CC(=O)Cn1ncc(N2CCOCC2)cc1=O	-4%	-18%	-30%
9	CCOc1ccc(S(=O)(=O)Nc2ccc(C(=O)NCCCN3CCOCC3)cc2)cc1	8%	-2%	-5%
10	COc1ccc(CC(=O)NCc2ccc3c(c2)CCN3C(=O)c2cccc(C)c2)cc1	-4%	-8%	·
11	CCOC(=O)c1c(C)[nH]c(C)c1C(=O)COC(=O)C1CC(=O)N(CCc2ccccc2)C1 (stereo not drawn)	0%	1%	·
12	O=C(COC(=O)Cc1ccsc1)NCC1CCCCC1	6%	0%	0%
13	CC(C)C(=O)Nc1ccc(NC(=O)c2cccnc2)cn1	3%	39%[activator]	?
14	C/C=N/N(c1ccccc1)c1ccccc1	-2%	28%	-8%
15	O=C(NCCc1ccccc1)c1cnc2sccn2c1=O	4%	-3%	23%
16	COc1ccc(C[C@H]2CN3C(=NC[C@@H]3C(C)C)N2C[C@H](C)NC(=O)c2ccc(C)c(Br)c2)cc1	-2%	8%	-14%
17	CCOC(=O)C1=C(C)N=C2SC(C(=O)OC)=CC(=O)N2C1c1ccc(F)cc1 (stereo not drawn)	-11%	-9%	-16%
18	S=C(NCc1ccco1)N1CCC(c2nc3ccccc3o2)CC1	-13%	-3%	-9%
19	CCOc1ccc(CNS(=O)(=O)c2ccc(-c3ccc(=O)[nH]n3)o2)cc1OC	-10%	-6%	-2%
20	Brc1c(Br)c(Br)c2[nH]cnc2c1Br	·	-8%&0%	-1%
21	O=C(COC(=O)c1ccc(O)cc1)NC(c1ccccc1)c1ccccc1	-9%	-11%	·
22	CS(=O)(=O)N(CC(=O)Nc1ccc(CC#N)cc1)c1ccc(C23CC4CC(CC(C4)C2)C3)cc1	-6%	-5%	16%
23	CCc1ccc(N2C(=O)C3C4CCC(C4=C(C)C)C3C2=O)cc1 (stereo not drawn)	1%	-2%	3%
24	CC1Cc2ccccc2N1C(=O)c1cc2sccc2n1Cc1ccc(F)cc1 (stereo not drawn)	-10%	-11%	21%
25	CCOC1=C/C(=C/c2c(N)n3nc(CC(=O)N4CCCC4)sc3nc2=O)C=CC1=O	-4%	-11%	-11%
26	CCC1=NN(C(=O)Cc2ccc([N+](=O)[O-])cc2)C(O)(C(F)(F)F)C1 (stereo not drawn)	1%	-7%	-11%
27	c1ccc(CNC23CC4CC(CC(C4)C2)C3)nc1	0%	-2%	-9%
28	Cc1cc(Cl)c(S(=O)(=O)N2CCSCC2)cc1OCC(N)=O	0%	3%	-2%
29	Cc1cc(S(=O)(=O)N2CCOCC2)ccc1OCC(=O)N1CCC(C(N)=O)CC1	13%	3%	-3%
30	CCOCCn1c(SC)nc2c1c(=O)[nH]c(=O)n2C	1%	-2%	-9%

# Results in FEN1 inh and N370S GC mod, for some of the entries so far:
No. | molecule | FEN1 inh | N370S GC mod
4 | O=C(Nc1ccc(N2CCN(C(=O)c3cccs3)CC2)cc1)c1ccco1 | -8% | 0%
5 | CCCSC1=N/C(=C/c2ccsc2)C(=O)N1c1ccccc1 | -4% | 7%
6 | COc1ccccc1C(=O)N(CCC1CCCN1C)c1nc2ccccc2s1 (stereo not drawn) | 9% | -17%

# Copied from the list:
# Entry for CC1Cc2ccccc2N1C(=O)c1cc2sccc2n1Cc1ccc(F)cc1 (stereo not drawn) in GCN5L2 inh: -11%
# Entry for CCOCCn1c(SC)nc2c1c(=O)[nH]c(=O)n2C in GCN5L2 inh: -2%
# Entry for Cc1ccc(CCNC(=O)Cn2nc(C)c3c(C)n(-c4ccc(C)cc4)nc3c2=O)cc1 in GCN5L2 inh: -16%
# Entry for CS(=O)(=O)N(CC(=O)Nc1ccc(CC#N)cc1)c1ccc(C23CC4CC(CC(C4)C2)C3)cc1 in N370S GC mod: 16%
# Entry for O=C(NCCc1ccccc1)c1cnc2sccn2c1=O in N370S GC mod: 23%

# Some of the entries so far, with values under each structure.
# Order of values – FEN1 inh	GCN5L2 inh	N370S GC mod
27) c1ccc(CNC23CC4CC(CC(C4)C2)C3)nc1
 : 0%	-2%	-9%
28) Cc1cc(Cl)c(S(=O)(=O)N2CCSCC2)cc1OCC(N)=O
 : 0%	3%	-2%
29) Cc1cc(S(=O)(=O)N2CCOCC2)ccc1OCC(=O)N1CCC(C(N)=O)CC1
 : 13%	3%	-3%
30) CCOCCn1c(SC)nc2c1c(=O)[nH]c(=O)n2C
 : 1%	-2%	-9%

# Continued.
entry	mol	FEN1 inh	GCN5L2 inh	N370S GC mod
31	CCCCNC(=O)c1onc(CSc2cc(C)ccc2C)c1C(=O)O	1%	-7%	-12%
32	CCC(=O)N/C(=N/c1nc(C)cc(C)n1)Nc1ccccc1	-4%	-21%	6%
33	COCCCNC(=O)c1cc2c(=O)n(C)c3ccccc3c2n1C	-17%	-7%	-1%
34	COc1ccc(N2CCc3c(C)nc4c(OC)cc(OC)cc4c32)cc1	40µM*	25%	-11%
35	O=C(Nc1ccc2ncccc2c1)c1ccccc1	-6%	-1%	-7%
36	CC(C)Cn1cc(F)c(=O)n(CC(C)C)c1=O	-2%	-2%	0%
37	COc1ccc(OCC(=O)Nc2ccc(S(=O)(=O)N3CCCC3)cc2)cc1	-2%	-3%	1%
38	COc1ccc(Br)cc1CNC(=O)C1CCN(c2nnc(-n3cccc3CNc3ccc(C)cc3)s2)CC1	-14%	-7%	·
39	O=C(c1nn2c(C(F)(F)F)cc(-c3ccco3)nc2c1Br)N1CCCc2ccccc21	-11%	-7%	-18%
40	CCn1c(=O)cc(OCC(=O)Nc2ccccc2Cl)c2ccccc21	9%	-1%	·
41	CCOc1ccc(CNC(=S)N/N=C/c2cccnc2)cc1	0%	-12%	-15%
42	O=C(COC(=O)Cn1[nH]c(=O)c2ccccc2c1=O)Nc1c(Cl)cccc1C(F)(F)F	11%	0%	-17%
43	CCC(=O)N1CCc2cc(S(=O)(=O)NC(Cc3ccccc3)C(=O)NCc3ccc(F)cc3)ccc21 (stereo not drawn)	-8%	-1%	·
44	Cc1cc(C)cc(N(CC(=O)N2CC=C(c3ccccc3)CC2)S(=O)(=O)c2c(C)noc2C)c1	-11%	-14%	0%
45	CCn1c(/C=C/c2ccc(F)cc2)nc2ccccc2c1=O	-16%	-5%	-1%
46	COc1ccc(CC(=O)N2CC(C)CC(C)C2)cc1OC (stereo not drawn)	-3%	-5%	-2%
47	O=C(NCCc1ccccc1)c1ccc(-c2ccc(F)cc2)o1	3%	-19%	23%
48	COc1cccc2c1Oc1ncccc1N(C(=O)CCC(=O)NCc1ccccc1Cl)C2	-9%&-7%	-7%&0%	2%
49	CCc1ccc(C(=O)CSc2nc(C)cc(=O)[nH]2)cc1	15%	?	2%
50	Cc1c(-c2ccc(O)cc2)nc2nc(-c3ccccc3)c(-c3ccccc3)nn12	·	-8%	-17%
51	Cc1ccc(S(=O)(=O)c2nnn3c2nc(N2CCC(C(N)=O)CC2)c2ccccc23)cc1	-20%	-5%	-9%
52	COc1ccc(NC(=O)/C=C/c2ccc(OC(F)F)cc2)cn1	-2%	-3%	-1%
53	Cc1ccc(C(=O)N2CCN(c3ccccn3)CC2)cc1[N+](=O)[O-]	17%	-9%	9%
54	CN(C(=O)CSc1ncn[nH]1)C1(C#N)CCCCC1	-12%	-4%	·
55	COc1ccc(CCNC(=O)Cn2cccc2C(=O)c2ccccc2)c(OC)c1	-6%	-5%	0%
56	COc1ccc(-c2c3c(=O)n(C)c(=O)n(C)c3c3c(-c4ccc(C)cc4)nc4ccccc4n23)cc1	15%	0%	·
57	Cc1ccc(-n2nc3c(c2NC(=O)c2c(-c4ccccc4Cl)noc2C)CS(=O)(=O)C3)c(C)c1	11%	2%	2%
58	Cc1cc(C)n(CC(C)NC(=O)CCc2nnc(CCc3ccccc3)o2)n1 (stereo not drawn)	14%	-21%	-2%
59	CCN(CC(=O)NCc1cccs1)C(=O)c1cc(Br)ccc1O	20%	3%	·
60	O=C(CNC(=O)c1ccccc1)OCc1nnc(-c2ccccc2)o1	-1%	?	-6%
61	CC1CCCC(NC(=O)COC(=O)/C=C/c2ccc([N+](=O)[O-])cc2)C1C (stereo not drawn)	-1%	1%	·
62	O=C(CN1CCN(CC(=O)Nc2ccc(-c3ccccc3)cc2)CC1)Nc1ccc(F)cc1	-8%	-2%	-8%
63	CC(=O)c1cccc(Nc2nc(-c3sc(C)nc3C)cs2)c1	-12%	-18%	0%
64	CCCC(=O)Nc1ccc(NC(=O)CCc2ccccc2)cn1	-4%	-2%	1%
65	C=C1[C@@H]2CC[C@H](C2)C1(C)C	·	-12%	-2%
66	NS(=O)(=O)c1ccc(CCNC(=O)C(c2ccccc2)c2ccccc2)cc1	1%	4%	-13%
67	COC(=O)c1sccc1S(=O)(=O)N(CC(=O)NCc1ccc(C)cc1)c1ccccc1	-8%	-11%	·
68	O=C(CSc1ncnc2ccccc12)c1ccco1	0%	-4%	0%
69	O=C(c1cnn(C(=O)c2ccco2)c1)c1cc(F)ccc1O	-14%	0%	·
70	Cc1ccc(NC(=S)N2CCCC2)cc1	-11%	-4%	7%
71	COc1ccc2c(c1)C(c1ccccc1C)CC(=O)O2 (stereo not drawn)	·	-17%[88.6 µM]	2%[89.1 µM]
72	O=C(c1ccc(C(F)(F)F)n(Cc2ccc(Cl)cc2)c1=O)N1CCOCC1	8%	-5%	-12%
73	Cc1cccc(CNC(=O)C2CCC(=O)N(C3CCCC3)C2)c1 (stereo not drawn)	-1%	-18%	0%
74	Cc1cccc(NC(=O)/C=C/c2ccc3c(c2)OCO3)n1	-2%	-4%	1%
75	OC[C@@H]1[C@@H](c2ccccc2)C(c2ccc(F)cc2)=NN1c1ccccc1	-33%	-15%	?
76	COc1cc(/C=C2\SC(=S)N(NC(=O)c3ccc(O)cc3)C2=O)ccc1O	?	-5%	-23%
77	Cc1cccc(C)c1NC(=O)CSc1nccn1C	-15%	-2%	·
78	CCCNC(=O)c1ccccc1NC(=O)c1ccc2c(c1)NC(=O)C(C)S2 (stereo not drawn)	-15%	-3%	-5%
79	C[C@H](CO)N1C[C@H](C)[C@@H](CN(C)C(=O)NC2CCCCC2)Oc2ccc(NC(=O)C3CCCCC3)cc2C1=O	5%	-4%	·
80	COc1ccc(OC)c(NC(=O)c2ccc(OCC(=O)N3CCOCC3)c(OC)c2)c1	-2%	-15%	1%

# Compound profiles (already shown). Order of values: FEN1 inh	GCN5L2 inh	N370S GC mod
# Results for CCCC(=O)Nc1ccc(NC(=O)CCc2ccccc2)cn1 : -4%	-2%	1%
# Results for Cc1ccc(NC(=S)N2CCCC2)cc1 : -11%	-4%	7%
# Results for COc1ccc(OC)c(NC(=O)c2ccc(OCC(=O)N3CCOCC3)c(OC)c2)c1 : -2%	-15%	1%
# Results for CCCNC(=O)c1ccccc1NC(=O)c1ccc2c(c1)NC(=O)C(C)S2 (stereo not drawn) : -15%	-3%	-5%
# Results for C[C@H](CO)N1C[C@H](C)[C@@H](CN(C)C(=O)NC2CCCCC2)Oc2ccc(NC(=O)C3CCCCC3)cc2C1=O : 5%	-4%	·
